Assay outcomes deposited in PubChem by several laboratories.
NR2E3 ag-1: NR2E3 agonists in two-hybrid cells, primary screen, cell-based, luminescence, CHO-S, Gal4-NCOR/VP16-NR2E3. Photoreceptor-specific nuclear receptor (Homo sapiens), Q9Y5X4. luciferase. inhibition of corepressor binding, % at 3.98 µM. 0.35% of 360,000 active. AID 602229, 2012;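 active means inhibition above the mean of all tested compounds plus 3 SD, cut at about 70% in these data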;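 further: 0% = DMSO with NR2E3 transfected cells and 100% = cells lacking NR2E3 construct; higher means lower luciferase signal from less NR2E3 corepressor binding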
Target sequence (Q9Y5X4 whole entry, looked up, the tested form may be a part): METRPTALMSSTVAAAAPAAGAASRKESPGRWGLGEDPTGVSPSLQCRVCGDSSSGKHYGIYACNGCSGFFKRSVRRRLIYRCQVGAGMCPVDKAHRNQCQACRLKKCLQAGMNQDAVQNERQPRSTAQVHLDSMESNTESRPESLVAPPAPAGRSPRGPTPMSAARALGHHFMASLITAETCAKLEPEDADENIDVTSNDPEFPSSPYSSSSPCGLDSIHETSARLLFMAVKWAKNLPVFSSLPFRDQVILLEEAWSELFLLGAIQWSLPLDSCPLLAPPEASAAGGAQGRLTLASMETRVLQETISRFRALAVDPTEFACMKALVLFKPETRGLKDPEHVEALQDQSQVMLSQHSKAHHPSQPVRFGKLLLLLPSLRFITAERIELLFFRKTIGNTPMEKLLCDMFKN
Shn3 inh set2: reduction of Shn3 3'UTR firefly luciferase signal, primary screen, Schnurri-3 inhibitor project, cell-based, Clone20 osteoblasts, set 2 | Clone20 osteoblast Shn3 3'UTR firefly luciferase, 24 h | inhibition, % at 12.5 µM | 0.52% of 360,000 active | AID 588674, 2011;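 active means mean inhibition of at least 75% with every replicate also reaching 75%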;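 further: 0% = median of neutral control wells and 100% = pilot-screen positive control compound; some compounds past the cut are filed as inactive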
m5-HT2A agonist: mouse Htr2a agonists via beta-arrestin recruitment, primary screen, cell-based, luminescence. activation, % at 7.6 µM. CHO-K1 mHTR2A beta-arrestin complementation; percent of 30 µM serotonin response. 0.66% of 360,000 active. AID 624169, 2012;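 active means activation above a run cutoff, the mean activation of all tested compounds plus 3 SD, cut at about 14% in these data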;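 further: 0% = plate median of compound wells and 100% = 30 µM serotonin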
NR2E3 ag-2: inhibitors of NR2E3-RetCOR corepressor binding, primary screen, NR2E3 agonist project, biochemical, TR-FRET, GST-NR2E3, biotin-RetCOR. Photoreceptor-specific nuclear receptor (Homo sapiens), Q9Y5X4. 1536-well. inhibition of corepressor binding, % at 4.78 µM. 0.12% of 320,000 active. AID 2300, 2010;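 active means percent inhibition above the cutoff of mean plus 3 SD of all tested compounds, set per screening campaign, cut at about 20% in these data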;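 further: 0% = DMSO wells and 100% = biotin wells as full block of FRET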
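Format: 1536-well format; test system: GST-NR2E3 and biotin-RetCOR proteins; read-out basis: percent inhibition of TR-FRET ratio; timing: 5 h incubation at 4 °C; detection: time-resolved FRET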
Peg3 promoter: Peg3 promoter-driven luciferase inhibitors, primary screen, cell-based, HeLa, luciferase luminescence | inhibition, % at 20 µM | HeLa PEG-Prom luciferase reporter, overnight | AID 588405, 2011 | 1.7% of 360,000 active;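 active means inhibition of at least 50% at 20 µM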
PDI turbidity: inhibitors of human PDI, primary screen, biochemical, turbidity, single point, plate reader; Protein disulfide-isomerase (Homo sapiens), P07237; PDI insulin aggregation turbidity, A650, 90 min; inhibition, % at 10 µM; 0.052% of 350,000 active; AID 588391, 2011;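 active means mean inhibition across replicates of 30% or more, whatever share of single replicates reach that level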;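 further: absorbance from insulin aggregation driven by PDI reduction with DTT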
Target sequence (P07237 whole entry, looked up): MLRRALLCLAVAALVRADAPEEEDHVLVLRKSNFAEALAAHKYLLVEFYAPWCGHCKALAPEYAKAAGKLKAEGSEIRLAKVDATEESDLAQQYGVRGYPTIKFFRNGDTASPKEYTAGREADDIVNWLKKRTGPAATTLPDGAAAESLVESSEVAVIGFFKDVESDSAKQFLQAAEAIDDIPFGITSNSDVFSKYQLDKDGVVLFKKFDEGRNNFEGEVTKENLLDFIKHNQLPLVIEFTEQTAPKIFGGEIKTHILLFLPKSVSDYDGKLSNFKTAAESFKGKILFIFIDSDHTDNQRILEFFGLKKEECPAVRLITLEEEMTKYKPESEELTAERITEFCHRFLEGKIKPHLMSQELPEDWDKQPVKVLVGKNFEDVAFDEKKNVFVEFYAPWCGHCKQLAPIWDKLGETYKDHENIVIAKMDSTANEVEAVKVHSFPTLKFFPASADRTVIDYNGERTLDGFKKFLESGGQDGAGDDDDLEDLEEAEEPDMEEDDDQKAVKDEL
CaV13 FRET inh: Primary screen for inhibitors of IQ motif and Ca2+-dependent inactivation inhibitor domain binding in CACNA1D, Förster resonance energy transfer in living cells, …. HEK cells, CFP/YFP FRET ICDI-IQ, plate reader, 10 min; percent FRET-ratio fall versus neutral wells. inhibition, % at 12.3 µM. 0.098% of 340,000 active;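 active means mean replicate inhibition of at least 30% and at least 1% of replicates passing that level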;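 further: 0% = median of the neutral control wells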
H9c2 protect: cardioprotection against H2O2-induced cell death, primary screen, uHTS, H9c2 cells, ATPLite luminescence; H9c2 cardiomyocytes, H2O2 injury protection, 2 h; protection from H2O2 cell death, % at 20 µM; 0.63% of 360,000 active;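 active means compounds giving at least 50% protection of heart cells from peroxide-induced death in the single-dose screen, raw or plate-pattern-corrected value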;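 further: 0% = DMSO wells with peroxide and 100% = DMSO wells without peroxide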
HIF-2a inh: HIF-2a reporter inhibitors, primary screen, luminescence, 786-0 RCC cells; 786-0 RCC cells HIF-2a reporter, luciferase luminescence, overnight; inhibition, % at 18.8 µM; 0.72% of 360,000 active; AID 624352, 2012;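 active means inhibition of the luminescence signal of 40% or more relative to plate controls, in a single-dose primary screen at 18.75 µM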
MITF TRPM1 inh: inhibitors of MITF-dependent TRPM1 promoter reporter, primary screen, cell-based, SK-MEL-5, single point, luciferase. 0.83% of 330,000 active. SK-MEL-5 TRPM1 promoter luciferase, 24 h. inhibition, % at 12.5 µM;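 active means mean inhibition across replicates of 60% or more, whatever share of single replicates reaches that level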; further: values of inactives mirror those of a sister screen read the other way
iPSC survival up: enhancers of single-cell hiPSC survival, primary screen, ATPlite luminescence; 100% = ROCK inhibitor wells, 0% = DMSO; survival enhancement, % at 20 µM; 0.044% of 360,000 active; in the data active means survival enhancement above about 18%;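 further: cells exposed to compounds for 16 hours before the ATP read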
* marks the source's active call; other numbers are inactive results; / = no result given.

SMILES | NR2E3 ag-1 | Shn3 inh set2 | m5-HT2A agonist | NR2E3 ag-2 | Peg3 promoter | PDI turbidity | CaV13 FRET inh | H9c2 protect | HIF-2a inh | MITF TRPM1 inh | iPSC survival up
N#Cc1ccc(OCC(=O)OCC(=O)Nc2ccc(N3CCOCC3)cc2)cc1 | -12.7 | 18.3 | 2.4 | 0.3 | 5.4 | -0.9 | -1.5 | 1.3 | 3.4 | -8.7 | -0.5
CC(=O)N1CCCc2ccc(NS(=O)(=O)c3ccc(C)cc3)cc21 | 26.7 | 38.4 | 4.6 | 0.3 | 27.9 | 4.1 | -6.3 | -16.2 | 4.7 | 9.9 | -0.1
COc1ccc(OCC(=O)NN2Cc3ccccc3C2=N)cc1 | 7.1 | 16.5 | 5.1 | 2.2 | 10.3 | 0.7 | / | 0.8 | 13.2 | 9.0 | -0.9
S=C(Nc1ccc(Cl)cc1)N(CCCN1CCOCC1)Cc1ccco1 | 11.0 | 3.7 | 2.6 | 2.6 | 21.5 | 5.8 | -5.1 | -1.2 | 11.8 | 0.2 | -1.0
O=C(NCCN1CCCCCC1)C1CC(=O)N(CCc2ccccc2)C1 (stereo not drawn) | -3.0 | -6.0 | -4.2 | 2.7 | 2.3 | -0.4 | / | 8.8 | 11.3 | -6.8 | 1.5
COc1ccc(NS(=O)(=O)c2ccc(N3CCOCC3)c(NC(=O)/C=C/C(=O)O)c2)cc1 | 13.7 | 5.3 | -4.2 | / | 6.4 | -2.1 | -5.8 | -14.0 | 9.1 | -0.3 | 0.3
Cc1cc(C)c2c(N)c(C(=O)Nc3ccccc3Br)sc2n1 | -81.8 | -45.6 | 4.5 | -10.3 | -102.3 | -7.1 | -0.4 | -7.0 | -174.2 | -68.2 | -0.4
Cc1ccc(C)c(OCCn2cc(C(=O)O)c3ccccc32)c1 | -25.5 | -24.2 | -0.1 | -0.7 | 15.6 | -0.5 | -4.6 | -7.9 | 16.0 | 3.7 | 0.4
Cc1nc2ccc(NC(=O)C3(C)CCCN(C(C)C)C3)cc2o1 (stereo not drawn) | -5.9 | 0.8 | 6.0 | / | -3.0 | -1.3 | -3.9 | 2.7 | -1.0 | / | -1.4
CCCCc1nc(SCC(=O)Nc2ncccn2)n[nH]1 | -3.4 | -1.2 | -1.2 | 0.9 | -6.2 | -8.6 | / | 3.5 | 12.2 | 1.0 | 2.1
CCc1ccc(N2C(=O)CN(CC(=O)OC)C2=S)cc1 | -28.2 | 1.9 | -3.2 | 1.8 | -5.7 | -1.2 | -5.8 | -9.5 | 6.9 | -4.8 | -0.2
CCc1nc2ccc(C(=O)NCCCN3CCCC3=O)cn2c1N(C)Cc1ccc(OC)cc1 | 0.6 | -11.9 | 0.0 | / | 7.1 | -1.5 | -5.2 | 4.9 | 6.5 | / | -2.2
COCCNC(=O)CSc1nc2cc(OC)c(OC)cc2c(=O)n1CCC1=CCCCC1 | -14.1 | -6.4 | -0.1 | / | 14.2 | -8.4 | -5.9 | 11.2 | 0.8 | -4.0 | 2.7
Cc1ccn2cc(CCNC(=O)COc3ccccc3)nc2c1 | -3.3 | 5.8 | 4.3 | -0.3 | -1.2 | 6.0 | -6.9 | 4.4 | -4.6 | 12.7 | -0.6
CCOC(=O)C1(C)C=C(Nc2ccccc2)C(=O)N1c1ccccc1 (stereo not drawn) | 9.5 | 2.3 | -4.3 | 2.5 | -55.3 | -2.6 | 0.9 | -4.0 | -43.3 | 1.2 | 0.0
c1ccc(-c2nnnn2-c2ccccc2)cc1 | 9.7 | -5.5 | 0.3 | / | 18.2 | -1.0 | -4.8 | -0.9 | 0.7 | 1.2 | 2.4
COc1ccccc1CNC(=O)c1cc(-c2ccc(F)cc2C)n[nH]1 | 6.4 | 16.2 | -1.5 | / | -3.3 | -2.7 | -4.3 | 0.6 | -15.9 | / | 2.2
CN(C(=O)c1ccc(OC2CCN(Cc3ccccn3)CC2)cc1)C1CCCCC1 | -8.1 | -4.0 | -6.4 | 3.1 | -6.5 | -6.4 | -3.6 | 2.8 | -6.1 | -0.4 | 0.3
Cc1ccc(/C=N/NC(=O)c2ccc(NC(=O)c3ccccc3Cl)cc2)o1 | 12.3 | 8.5 | -1.7 | 7.9 | -6.5 | -3.1 | -1.9 | 2.2 | 12.0 | 10.0 | -0.3
COc1cccc(OC)c1C(=O)OCC(=O)NCc1ccco1 | 7.7 | 8.9 | 3.0 | 0.9 | 6.1 | 7.2 | -3.1 | 7.9 | 15.7 | 9.2 | -0.2
O=C(CNC(=O)C1COc2ccccc2O1)N/N=C\c1cccc(O)c1 (stereo not drawn) | 12.2 | 2.9 | 6.0 | -0.3 | -8.1 | 4.2 | -2.6 | -2.2 | 10.5 | 16.6 | -2.1
COC(=O)c1ccccc1-c1ccc(/C=N/NC(N)=O)o1 | -1.1 | 7.5 | -1.6 | -5.1 | 25.1 | 2.1 | -19.2 | 5.0 | 10.5 | 15.7 | 0.0
Cc1ccc(S(=O)(=O)N2CCC(C(=O)OCC(=O)N3CCc4ccccc43)CC2)cc1 | -9.9 | 3.6 | 5.1 | -0.8 | -7.9 | 1.6 | -3.9 | -1.0 | 12.7 | -1.7 | -0.4
Cn1c(=O)c2c(SCc3c(F)cccc3Cl)nc(CC(C)(C)C)nc2n(C)c1=O | -9.7 | -0.2 | 6.5 | 0.3 | 15.2 | / | -2.2 | -18.5 | 6.5 | -10.9 | -1.4
Cc1ccccc1OCC(=O)N(Cc1ccco1)c1c(N)n(Cc2ccccc2)c(=O)[nH]c1=O | -8.7 | -5.3 | 0.0 | 0.9 | 4.1 | -8.4 | -8.0 | 1.9 | 13.7 | -0.9 | -0.4
CC1(C)Cc2ccccc2-c2nc3ccccc3c(=O)n21 | -3.2 | 12.4 | 2.4 | 2.1 | 14.2 | 1.2 | / | 16.8 | 9.5 | 9.1 | -1.3
O=S(=O)(Nc1nc(-c2sccc2Cl)cs1)c1cc(Cl)ccc1Cl | 99.2* | -31.7 | 19.6* | 7.2 | 11.6 | -4.1 | / | 2.0 | 3.2 | -32.9 | -1.9
COc1ccc(C#Cc2ccc3c(c2)c(=O)c2ccccc2n3C)cc1 | -15.2 | -3.4 | -6.2 | 2.2 | -41.6 | -3.2 | -4.7 | -11.6 | -83.0 | 3.6 | -2.1
CC(=O)Nc1ccc(OCC(=O)NCc2ccc3c(c2)OCO3)cc1 | 3.2 | -10.7 | -4.5 | 4.7 | 0.9 | -2.6 | -4.3 | -9.3 | 12.3 | 0.8 | 0.0
O=C(CN1CCN(c2ccc(F)cc2)CC1)Nc1ccc(F)c(F)c1 | -5.4 | 6.6 | -0.9 | -0.7 | 1.3 | 16.0 | -2.2 | -5.6 | 14.4 | 9.0 | 0.8
CC(=O)Nc1ccc(Br)cc1C(=O)C(=O)O | 18.0 | -7.5 | 1.5 | 0.9 | 17.4 | -3.5 | -4.1 | 2.3 | 9.2 | 0.5 | -0.7
Nc1ccc2nc3c(c(Cl)c2c1)CCCC3 | -34.3 | -10.4 | 1.4 | 1.2 | -81.2 | -5.8 | -8.0 | -9.7 | -94.1 | -23.5 | -0.1
CCN(c1ccccc1)S(=O)(=O)c1ccc(OC)c(NS(=O)(=O)c2cccs2)c1 | -34.6 | / | -4.8 | 3.3 | 7.1 | -1.0 | -5.2 | 0.7 | 15.9 | -0.6 | -0.2
CCn1nccc1NC(=O)c1csc([C@@H]2C[C@H](O)[C@@H](CO)O2)n1 | -7.7 | 2.9 | -2.6 | / | 10.7 | 0.0 | -4.4 | 10.5 | 12.0 | / | 0.2
CC1(C)CC(=O)C=C(NC2CC(C)(C)NC(C)(C)C2)C1 | 6.0 | 0.7 | -1.1 | 1.6 | 0.8 | -4.3 | -4.1 | 7.1 | 6.0 | -2.0 | -0.5
CC1=C(C(=O)OCC2CCCO2)C(c2coc3ccccc3c2=O)C2=C(CC(C)(C)CC2=O)N1 (stereo not drawn) | -10.5 | -12.8 | 8.1 | -3.0 | 11.2 | 6.4 | -4.2 | -0.4 | 20.4 | 6.3 | 0.1
C=CCN(CC=C)C(=O)c1cccc(OC2CCN(S(=O)(=O)N(C)C)CC2)c1 | -18.9 | -7.0 | 2.1 | 1.1 | -2.9 | -3.2 | -4.7 | -0.4 | 9.0 | 3.8 | -0.4
Cc1ccc(S(=O)(=O)CC(=O)Nc2ccc(F)c(F)c2F)cc1 | -4.8 | / | 3.8 | -0.3 | -0.7 | 17.5 | -2.3 | 1.5 | 14.0 | -1.3 | 0.5
Cc1ccccc1OCC(=O)Nc1ccccc1NC(=O)c1ccco1 | 10.4 | 3.3 | -6.8 | 1.3 | 12.4 | -11.4 | -5.7 | 9.6 | 18.9 | 11.5 | -0.2
O=C(CNC(=O)c1ccccc1Cl)N/N=C/C=C/c1ccccc1 | -24.4 | -40.7 | -7.5 | 1.9 | -10.9 | -36.6 | -4.6 | -3.1 | -3.9 | -6.9 | 1.6
Cc1ccccc1CNC(=O)C(=O)Nc1nccs1 | -7.7 | -6.0 | -5.5 | 0.3 | -10.9 | 1.3 | -4.6 | 3.0 | 9.9 | 12.6 | -0.6
O=C(NCCCCc1ccccc1)c1ccccc1Cl | -17.0 | -0.6 | -3.9 | 3.7 | -33.1 | 0.3 | -2.2 | 13.2 | -72.2 | -34.7 | -2.7
CC(=O)N1C(=O)NC2=C(C(=O)CCC2)C1c1cccc([N+](=O)[O-])c1 (stereo not drawn) | 7.5 | -10.0 | -9.3 | -1.0 | -2.6 | -23.9 | -3.3 | 11.6 | 17.2 | -9.9 | 0.4
COC(=O)Cc1ccc(OC2(C)CCN(Cc3ccc4c(c3)OCCO4)C2)cc1 (stereo not drawn) | -6.7 | -22.2 | -7.5 | / | -18.6 | 7.7 | -4.5 | -1.7 | -3.6 | / | -2.7
